ADAM17 inh: ADAM17 inhibition, QFRET primary screen | 0.83% of 370,000 active | inhibition, % at 6.95 µM | P78536 | recombinant ADAM17, EDANS/DABCYL FRET peptide cleavage;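 active = inhibition above the mean of compounds lying between control limits plus 3 SD, set per campaign, cut at about 8.5% in these data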;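 note: 0% = DMSO-only wells as the low control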
DDE Tn6 FP inh: disrupts Tn6 cyclic peptide binding to fibrin D-Dimer-E complex; P02675; Fibrin DD(E) TRITC-Tn6 fluorescence polarization displacement; inhibition, % at 8.3 µM; 0.21% of 370,000 active; AID 720509;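 active = inhibition above a per-campaign cutoff: mean of compounds within control limits plus 3 SD, cut at about 15% in these data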;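 note: 0% = median of all compound wells on the plate and 100% = blocking peptide control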
Target sequence (P02675 whole entry, looked up): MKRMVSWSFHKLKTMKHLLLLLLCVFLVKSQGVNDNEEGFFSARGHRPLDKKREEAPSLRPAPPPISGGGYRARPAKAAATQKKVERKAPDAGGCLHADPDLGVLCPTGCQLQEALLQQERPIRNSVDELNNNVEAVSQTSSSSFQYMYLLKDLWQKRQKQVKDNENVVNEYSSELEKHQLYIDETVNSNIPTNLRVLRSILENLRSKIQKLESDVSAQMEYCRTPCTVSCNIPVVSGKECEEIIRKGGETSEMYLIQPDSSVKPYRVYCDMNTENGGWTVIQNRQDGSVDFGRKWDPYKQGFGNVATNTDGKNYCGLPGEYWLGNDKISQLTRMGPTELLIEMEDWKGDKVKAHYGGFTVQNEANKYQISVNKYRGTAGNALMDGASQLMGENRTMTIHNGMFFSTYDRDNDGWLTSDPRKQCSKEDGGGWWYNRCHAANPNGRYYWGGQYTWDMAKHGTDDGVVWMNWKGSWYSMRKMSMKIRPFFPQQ
UHRF1 MBD2 ctr: human UHRF1 methylated DNA binding inhibitors. Q96T88. 0.75% of 370,000 active. UHRF1 binding to methylated oligo, TR-FRET. inhibition, % at 4.4 µM; in the data active = inhibition above about 21%;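 note: UHRF1 SRA domain binding a hemimethylated CpG hairpin DNA probe; 0% = median of test compound wells and 100% = reference inhibitor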
PLCb3 inh: blocks human PLC-beta3 enzyme activity. 0.18% of 370,000 active. inhibition, % at 12.2 µM. Q01970. Purified PLC-beta3, fluorogenic substrate, fluorescence; in the data active = inhibition above about 11%;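 note: 0% = median of compound wells on plate and 100% = full blocker control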
MBD2 DNA inh: MBD2-methylated oligo binding inhibition; TR-FRET, MBD2 binding to methylated oligonucleotide; inhibition, % at 4.4 µM; 0.31% of 370,000 active; AID 686964; in the data active = inhibition above about 13%
Target sequence (Q9UBB5 whole entry, looked up): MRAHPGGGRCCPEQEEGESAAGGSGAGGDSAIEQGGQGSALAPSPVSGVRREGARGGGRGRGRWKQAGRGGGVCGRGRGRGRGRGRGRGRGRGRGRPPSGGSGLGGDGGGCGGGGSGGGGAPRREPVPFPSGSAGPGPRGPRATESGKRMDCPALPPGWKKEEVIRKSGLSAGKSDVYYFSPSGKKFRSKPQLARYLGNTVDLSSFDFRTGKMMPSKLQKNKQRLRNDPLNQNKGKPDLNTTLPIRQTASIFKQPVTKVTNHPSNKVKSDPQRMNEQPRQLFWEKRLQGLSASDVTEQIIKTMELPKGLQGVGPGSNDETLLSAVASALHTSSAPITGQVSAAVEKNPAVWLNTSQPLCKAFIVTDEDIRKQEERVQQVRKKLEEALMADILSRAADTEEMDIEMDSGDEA
ARFGAP1 inh: rat ARFGAP1 inhibition; inhibition, % at 16.5 µM; Q62848; Arfgap1-stimulated ARF1 GTP hydrolysis, GDP FP detection; AID 651572; 0.26% of 360,000 active;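 active = inhibition above a per-plate limit, mean inhibition of low control wells plus 3 SD, cut at about 25% in these data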;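 note: 0% = DMSO wells with enzyme and 100% = wells lacking Arfgap1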
Target sequence (Q62848 1-136 limits assumed): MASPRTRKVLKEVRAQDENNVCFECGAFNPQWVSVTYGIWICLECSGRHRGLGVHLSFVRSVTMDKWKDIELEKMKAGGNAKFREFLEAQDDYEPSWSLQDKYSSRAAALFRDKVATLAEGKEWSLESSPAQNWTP
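Material: truncated rat Arfgap1 GAP domain; Incubation: compound-enzyme preincubation 20 min, reaction 120 min, detection 60 min, 25 °C; Read-out: percent inhibition of Arfgap1-stimulated GTP hydrolysis; Technique: FP, GDP Alexa 633 tracer displaced from anti-GDP antibody, 620/688 nm; Controls: No-Arfgap1 wells (100%) versus DMSO full-reaction wells (0%); Replication: single well per compound.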
KLK7 zymogen act: proKLK7 (human) activation, primary screen; activation, % at 7 µM; purified proKLK7, EDANS-DABCYL substrate fluorescence; 100% is mature enzyme control, 0% vehicle; 0.9% of 370,000 active; AID 652039;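 active = activation above the mean of all tested compounds plus 3 SD, computed per campaign excluding outliers beyond control limits, cut at about 13% in these data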
PLC-gamma1 inh: inhibitors of human phospholipase C gamma1; P19174; purified PLC-gamma1, fluorogenic substrate, fluorescence; inhibition, % at 12.2 µM; 0.84% of 370,000 active; AID 720700; in the data active = inhibition above about 9.5%
ASAP1 GAP inh: blocks human ASAP1-stimulated Arf1 GTP hydrolysis | Q9ULH1 | GDP FP detection | inhibition, % at 16.5 µM | 0.19% of 360,000 active | AID 624377; in the data active = inhibition above about 25%;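 note: 0% = vehicle with enzyme and substrate and 100% = no enzyme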
DDE Tn7 FP inh: DD(E)-Tn7 binding inhibition, primary FP screen | P02675 | FP displacement of FITC-Tn7 peptide from fibrin DD(E); 0% = median of compound wells per plate | inhibition, % at 8.3 µM | 0.13% of 370,000 active;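 active = inhibition above the mean of compounds falling within the control limits plus 3 SD of them, cut at about 14% in these data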;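 note: 0% = plate median of compound wells and 100% = 10 µM Aha-Tn7 peptide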
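Test system: human clot-derived fibrin DD(E) complex / Quantity: 2 µM final DD(E) protein / Incubation: 10 min plus 3 h, room temperature / Measured by: fluorescence polarization / Benchmarks: high control of 10 µM Aha-Tn7 peptide / Replicates: singlicate testing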
* = called active by the depositor; i = inactive; . = no result given. Rows are unselected. About 4.1% of those tested had a hit in this group.

SMILES	ADAM17 inh	DDE Tn6 FP inh	UHRF1 MBD2 ctr	PLCb3 inh	MBD2 DNA inh	ARFGAP1 inh	KLK7 zymogen act	PLC-gamma1 inh	ASAP1 GAP inh	DDE Tn7 FP inh
Cc1cccn2c(=O)c3cc(C(=O)NCc4cccnc4)c(=N)n(CC4CCCO4)c3nc12 (configuration not stated)	i	-7	3	i	-4	4	111*	i	13	-5
COc1ccc(C(=O)OCC(=O)N2CCN(C(=O)c3ccco3)CC2)cc1OC	-3	-5	2	1	1	-17	-0.1	0	1	-4
O=C(C1CCN(S(=O)(=O)c2cccnc2)CC1)N1CCCCC1	-7	0	0	1	-2	-7	-0.6	-1	-4	-9
CCN(CC)c1ccc(S(=O)(=O)N2CCOCC2)cc1NC(=O)CSc1nncn1C	-3	-1	-1	-9	-1	2	0.1	0	12	-3
S=C(c1ccc(-c2ccc(Br)cc2)o1)N1CCOCC1	0	3	3	-5	3	-6	0.2	5	7	-2
C=CCn1c(C)cc(C(=O)CSc2nnc3n(CCC)c(=O)c4ccccc4n23)c1C	-8	-5	4	-9	5	6	-0.7	1	17	1
CS(=O)(=O)N(CC(=O)NC1CC1)C1CCCCC1	2	-1	-3	5	-2	9	0.1	0	0	-1
CCCc1c(C(=O)Nc2cc(C(C)(C)C)on2)cnn1-c1ccccc1	-2	0	1	3	-2	-2	-0.4	4	-5	4
COc1ccc(CNC(=O)C2CCCN(S(=O)(=O)c3cnc[nH]3)C2)cc1 (configuration not stated)	-4	-1	0	-3	3	4	-0.3	-1	-5	3
Fc1ccc(C2=NOC(c3nnc(-c4ccccc4)o3)C2)cc1 (configuration not stated)	3	-1	-5	12*	0	-1	-0.5	6	-3	-3
O=C(C[C@@H]1CC[C@@H]2[C@H](COC[C@H](O)CN2CCC(F)(F)F)O1)NCc1ccc2c(c1)OCO2	0	-6	2	6	-6	11	-0.2	1	12	-3
CSc1ncccc1C(=O)OCC(=O)c1ccc(Br)s1	1	1	0	2	2	-11	-0.7	3	3	0
COc1ccc(S(=O)(=O)N2CCCC(C(=O)N3CCOCC3)C2)cc1C (configuration not stated)	1	8	-1	0	1	10	0.0	6	-2	-7
CC12C(=O)N(c3nccs3)C(=O)C1(C)C1CCC2O1 (configuration not stated)	-1	-2	1	6	7	15	-0.3	8	4	5
COC(=O)C1=C(C)NC(C)=C(C(=O)OC)C1C1CC=CCC1 (configuration not stated)	-9	-2	0	-29	4	6	-0.3	-22	-10	0

A few values from above:
CCN(CC)c1ccc(S(=O)(=O)N2CCOCC2)cc1NC(=O)CSc1nncn1C in MBD2 DNA inh reads -1
S=C(c1ccc(-c2ccc(Br)cc2)o1)N1CCOCC1 in ASAP1 GAP inh reads 7
Fc1ccc(C2=NOC(c3nnc(-c4ccccc4)o3)C2)cc1 (configuration not stated) in MBD2 DNA inh reads 0
O=C(C[C@@H]1CC[C@@H]2[C@H](COC[C@H](O)CN2CCC(F)(F)F)O1)NCc1ccc2c(c1)OCO2 in ADAM17 inh reads 0

The listing continues.
SMILES	ADAM17 inh	DDE Tn6 FP inh	UHRF1 MBD2 ctr	PLCb3 inh	MBD2 DNA inh	ARFGAP1 inh	KLK7 zymogen act	PLC-gamma1 inh	ASAP1 GAP inh	DDE Tn7 FP inh
CN1CCc2c(c3c(n2C)CCN(C)[C@@H]3c2cccnc2)[C@H]1c1cccnc1	-5	2	5	-1	7	14	-0.7	-1	4	0
O=C1CC(c2ccc(F)cc2)CC2=C1C=Nc1ccccc1N2 (configuration not stated)	-4	-1	-2	-12	-3	-13	-0.5	-4	-1	0
COC(=O)c1cc2c(c3c4cc(OC)ccc4n(S(=O)(=O)c4ccc(OC)cc4)c13)C(=O)N(Cc1ccco1)C2	-6	1	2	-130	5	3	-15	-103	8	9
O=C(NCCCN1CCCC1=O)C1CCC(CNS(=O)(=O)c2ccc(Cl)cc2)CC1 (configuration not stated)	3	-2	0	2	-1	10	0.2	6	-12	-2
C=CCN1C(=O)N(c2ccc(Cl)cc2)C(=O)C1CC(=O)Nc1ccc(F)cc1 (configuration not stated)	1	1	-1	-4	-1	1	0.0	5	-1	0
CCOc1cc(C(=O)OC(C)C(=O)Nc2ncc(Cl)cc2Cl)ccc1OCC(=O)N1CCOCC1 (configuration not stated)	0	-5	3	-2	2	8	-0.8	3	6	-5
Cc1cccc(CS(=O)(=O)c2ncc(CO)n2C)c1	1	0	-1	-5	-4	-1	-0.1	1	0	0
Cn1cc(/C=C(\NC(=O)c2ccccc2)C(=O)NCCCn2ccnc2)c2ccccc21	-1	-5	-2	2	-3	9	0.2	-4	-11	-8
O=[N+]([O-])c1ccc(Cn2cc(-c3cccc(C(F)(F)F)c3)nn2)cc1	5	0	1	5	-3	21	0.5	4	-1	-3
Cc1noc(C)c1CN(C(=S)NC(C)C)c1ccccc1	-1	-6	3	0	0	5	-0.3	3	5	1
O=C1C=C(NCCNc2c(F)c(F)c(CO)c(F)c2F)CCC1	-4	5	-3	-6	2	-5	0.3	-7	6	0
Cc1cc(C(=O)COC(=O)c2ccc(O)cc2)c(C)n1-c1ccccc1F	2	-1	21*	-9	12	-3	0.0	-2	7	4
O=C1CC2(CCN(C(=O)c3ccccc3Br)CC2)Oc2ccccc21	-29	-2	1	-13	-1	13	1.2	-8	13	-9
CCOC(=O)c1c(NC(=O)CSc2nc3c(c(=O)n(C)c(=O)n3C)n2C(C)C)sc(C)c1C	0	-10	2	7	1	-7	0.0	6	-6	1
Fc1ccc(C2C3=C(Nc4ncnn42)c2ccccc2OC3c2ccncc2)cc1 (configuration not stated)	-112	-4	-1	-259	4	2	13*	-211	2	7
CN(C)c1cc2c(c(N(C)C)c1)C(=O)c1ccccc1C2=O	-1	0	-15	9	-17	-6	-0.2	7	5	1
CCOC(=O)N1CCN(C(=O)c2cc3cc(F)ccc3[nH]2)CC1	0	1	4	-4	-2	0	-0.1	-3	7	-4
Cc1cccc(C)c1OCc1cc(C(=O)N2CCC[C@H]2C(N)=O)no1	-1	-3	-2	-3	-5	0	0.3	3	7	-6
OCC1CCCN(C2CCN(Cc3nc(Cc4cccc(C(F)(F)F)c4)no3)CC2)C1 (configuration not stated)	1	4	-1	-6	-4	4	-0.1	-2	4	6
Cc1cccc(C)c1NC(=O)CN	-7	1	0	-7	3	-5	0.0	3	-2	2
Cc1ccc(-c2csc(N=C(N)N)n2)cc1	-3	-12	0	-6	3	11	0.2	1	13	2
CC(NC(=O)c1ccc([N+](=O)[O-])o1)C12CC3CC(CC(C3)C1)C2 (configuration not stated)	-5	-15	7	-14	5	-1	-0.5	1	-1	-2
CCCC(=O)Nc1nn(CCC)c2nc3ccccc3cc12	-6	0	3	-296	1	-2	1.1	-217	-4	-2
c1ccc2c(c1)oc1c(NCCCN3CCOCC3)ncnc12	-3	7	2	1	-2	-21	-0.3	0	-3	-1
O=C(Nc1ccc(N2CCCC2)cc1)c1cccc(F)c1	18*	-2	6	-3	1	-15	-0.1	1	-3	-3
Cc1cc(C)c(S(=O)(=O)Cc2ccccc2)c(OC(C)C)n1	2	2	0	-2	-1	6	0.1	5	13	-3
O=C(Nc1nnc(SCc2ccc(F)cc2)s1)C1=COCCO1	3	1	-4	-13	-2	12	0.5	-6	-5	0
O=C(NCCCNC(=O)c1ccc(Cl)cc1Cl)c1cnccn1	-2	0	-1	-6	-4	-6	0.1	3	-3	-2
CCCCNC(=O)C(NC(=O)c1ccccc1)C(=O)c1ccccc1 (configuration not stated)	-1	-8	-1	5	-1	5	0.8	-2	0	-2
Fc1ccc(CNc2nc3ccccc3n3cnnc23)cc1	0	0	-1	-2	2	7	-0.1	-2	-1	-2
Cc1ccc(Cn2c(O)c(N=NC(=S)Nc3ccccc3F)c3ccccc32)cc1	-1	-4	-4	0	-2	6	-0.4	-3	-1	1
CCc1[nH]c(=S)c(C#N)c2c1CCCC2	2	-2	2	1	-3	-9	-0.5	-2	4	2
COC(=O)c1c(NC(=O)C(Cl)Cl)sc2c1C(C(=O)OC)CC2 (configuration not stated)	0	-4	4	-7	2	3	-0.7	-2	-8	4
Cc1cccc(CC(=O)c2c[nH]c3ccccc23)c1	2	1	-2	-4	1	6	-0.3	1	-4	7
CCn1nnnc1SCC(=O)Nc1cccc(NC(C)=O)c1	-2	-1	14	-2	1	12	0.2	3	3	-7
COCc1cc(=O)[nH]c(-c2csc(C)n2)n1	0	0	-1	-16	-5	-1	0.3	0	-1	-4
O=C(CSc1ncccn1)NC(=O)Nc1ccc2c(c1)OCCO2	-2	9	1	-2	3	5	0.5	-2	14	0
CC(C)(C)OC(=O)N1CCC(NC(=O)c2nc[nH]c2C(=O)NC2CCN(C(=O)OC(C)(C)C)CC2)CC1	-4	-2	-1	-2	0	4	0.2	1	17	2
CCc1cc(=O)[nH]c(SCCC(F)=C(F)F)n1	-6	-1	2	-2	7	-6	0.1	6	1	1
COc1ccc(C(=O)N/N=C/c2ccccn2)cc1OC	-2	-3	0	-2	4	0	-0.6	-3	1	-6
Cn1cc(C(=O)O)c(-c2ccc3c(c2)OCCCO3)n1	-6	-4	-1	-8	-6	-5	-0.5	-1	-4	-4
CN1CCN(C(=O)c2ccc(N3CCCC3=O)cc2)CC1	-5	-5	6	-4	8	7	-0.7	-3	8	1
O=C(CSc1nnc(-c2ccccn2)n1-c1ccc(Cl)cc1)Nc1cccc2ccccc12	1	8	-1	1	-1	.	0.8	1	.	8
O=C(COC(=O)c1ccccc1F)NCc1ccc2c(c1)OCO2	0	-6	1	-10	3	-3	-0.7	1	3	-2
COc1ccccc1N1CCN(C(=O)c2ccc(Cl)c(S(=O)(=O)N3CCCC3)c2)CC1	0	5	-1	-5	-3	-1	-0.2	0	1	1
CC(C)(C)n1ncc2c(=O)n(CC(=O)NCCc3ccccc3)cnc21	-10	12	1	-3	-2	9	0.4	4	20	1
CCOC(=O)c1c(C(=O)OCC)c(C)n(Cc2cc(OC)c(OC)c(OC)c2)c1C	1	2	1	3	0	8	-0.3	-1	-2	8
CC(=O)c1ccc(OCc2cc(C(=O)N3CCN(C4CCCC4)C(=O)C3)no2)cc1	-2	2	0	-6	0	1	-0.4	-2	2	4
CN(C)C(=O)/C(=C\c1cccc(Oc2ccccc2)c1)NC(=O)c1ccccc1	1	1	1	-1	4	11	0.2	-3	3	7
Cc1nn(-c2ccccc2)c(Cl)c1/C=N/NC(=O)CNc1n[nH]c(=O)[nH]c1=O	-1	-6	-2	2	-1	7	0.6	0	-8	-6
CC(=O)NCc1ccc(OCCCN2CCC(C(O)(c3ccccc3)c3ccccc3)CC2)cc1	-6	-4	3	-4	10	3	-0.2	5	4	2

Complete entries as entered above. Order of values: ADAM17 inh	DDE Tn6 FP inh	UHRF1 MBD2 ctr	PLCb3 inh	MBD2 DNA inh	ARFGAP1 inh	KLK7 zymogen act	PLC-gamma1 inh	ASAP1 GAP inh	DDE Tn7 FP inh
CN(C)C(=O)/C(=C\c1cccc(Oc2ccccc2)c1)NC(=O)c1ccccc1 is listed as 1	1	1	-1	4	11	0.2	-3	3	7
Cc1nn(-c2ccccc2)c(Cl)c1/C=N/NC(=O)CNc1n[nH]c(=O)[nH]c1=O is listed as -1	-6	-2	2	-1	7	0.6	0	-8	-6
